NLRP3 yeast inh = NALP3 inhibition in yeast | 330,000 tested, 0.39% active | inhibition, % at 10 µM | Yeast reconstituted NLRP3/ASC/caspase-1, beta-gal luminescence, 24 h | AID 2825;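 active means inhibition of 50% or more; inactive means inhibition below 50%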;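 further: plate controls were induced DMSO wells for no effect and uninduced yeast grown without galactose for full effect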
UPR CHOP act = activators of apoptotic arm of unfolded protein response (CHOP); activation, % at 10 µM; AID 449763; CHO-CHOP luciferase reporter, UPR activation, luminescence; percent of tunicamycin response over DMSO baseline; 330,000 tested, 0.34% active;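 active means at 10 µM dose, activation of 40% or more, normalized to positive control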;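 further: 100% = tunicamycin at 10 µg/mL and 0% = DMSO alone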
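Evaluation: % reporter activation, DMSO baseline versus tunicamycin full activation; System: CHO-CHOP luciferase reporter cell line; Input: 500 cells/well; Incubation: 6 h compound treatment, 37 °C; Measured by: Steady-Glo luciferase luminescence; Dosing: one dose, 10 µM in 0.5% DMSO; Buffer or medium: F12 medium, 10% FBS; Benchmarks: positive tunicamycin 10 µg/mL, negative DMSO alone.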
tim10-1 inh = growth inhibitors of tim10-1 mutant yeast; 330,000 tested, 2.2% active; inhibition, % at 20 µM; S. cerevisiae tim10-1 ts strain growth, BacTiter-Glo, 24 h;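 active means inhibition of at least 40%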;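 further: mutant grown at 25 °C; 0% = DMSO wells with yeast and 100% = wells holding no yeast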
APJ ag = agonists of human APJ apelin receptor; AID 2520; P35414; CHO-K1 APJ PathHunter beta-arrestin, luminescence; 0% DMSO wells, 100% apelin; 330,000 tested, 0.11% active; activation, % at 20 µM;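 active means activation more than six SD over the plate average, tested at 20 µM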;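 further: 0% = DMSO alone and 100% = apelin-13 at 10 nM; some results filed as inactive read as strong as hits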
Target sequence (P35414 whole entry, looked up): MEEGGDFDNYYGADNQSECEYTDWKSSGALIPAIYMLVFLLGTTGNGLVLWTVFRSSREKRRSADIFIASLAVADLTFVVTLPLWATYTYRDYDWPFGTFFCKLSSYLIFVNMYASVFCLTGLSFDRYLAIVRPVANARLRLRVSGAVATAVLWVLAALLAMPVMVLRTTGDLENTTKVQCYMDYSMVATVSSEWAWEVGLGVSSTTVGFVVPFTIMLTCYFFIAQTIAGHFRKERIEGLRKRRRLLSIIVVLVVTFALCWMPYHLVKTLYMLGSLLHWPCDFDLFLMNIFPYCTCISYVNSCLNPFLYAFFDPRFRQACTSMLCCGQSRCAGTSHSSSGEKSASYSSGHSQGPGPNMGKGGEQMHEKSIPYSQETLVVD
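Assay system – PathHunter CHO-K1 APJ (AGTRL-1) beta-arrestin reporter cells · Compound – one dose, 20 µM compound, 1% DMSO · Timing – compound 90 min 25 °C, reagent 1 h · Measured by – luminescence from split beta-galactosidase complementation, Galacton Star/Emerald II substrate · Measure – beta-arrestin recruitment to APJ as agonist activity, luminescent signal · Benchmarks – DMSO vs Apelin-13 10 nM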
NR3A LBD binder = modulators (binders) of human NR3A ligand-binding domain; 340,000 tested, 2.5% active; NR3A LBD differential scanning fluorimetry, Tm shift; 0% = protein alone, 100% = glycine-bound protein; Tm shift relative to glycine control, % at 25 µM;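 active means melting temperature shift of at least 10% of the positive control shift, at one fixed dose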
TIM10 inh = TIM10 yeast growth inhibition | S. cerevisiae TIM10 strain growth, BacTiter-Glo luminescence, 24 h | inhibition, % at 10 µM | 330,000 tested, 1.4% active | AID 463195;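 active means inhibition of 40% or more at the single tested concentration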;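 further: wild-type TIM10 isogenic control strain grown at permissive 25 °C; 0% = DMSO yeast wells and 100% = minimal medium wells without yeast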
tim23-1 inh = growth inhibitors of tim23-1 mutant yeast; S. cerevisiae tim23-1 growth, BacTiter-Glo luminescence, 24 h; inhibition, % at 20 µM; 330,000 tested, 1.3% active; AID 463212;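 active means growth inhibition of the mutant yeast at or above 50%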;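 further: temperature-sensitive mutant grown at 25 °C; plate controls were DMSO-treated mutant yeast for no effect and medium wells lacking yeast for full effect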
Mdm2 MdmX PPI = inhibitors of human Mdm2/MdmX interaction. O15151+Q00987. AID 485346. inhibition, % at 8 µM. 330,000 tested, 3% active. SaOS-2 split-luciferase Mdm2/MdmX complementation, luminescence;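 active means inhibition of at least 50% at 8 µM in the primary screen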
UPR XBP1 act = adaptive UPR (XBP1) activation; CHO-XBP1 luciferase reporter, IRE1-XBP1 UPR activation, luminescence; percent of tunicamycin response, DMSO as zero; activation, % at 20 µM; 330,000 tested, 0.33% active;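 active means versus positive control, 20 µM dose yields 30% or more activation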;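 further: 100% = tunicamycin at 10 µg/mL and 0% = DMSO only wells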
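Material: CHO-XBP1 cells stably carrying IRE1-XBP1-driven luciferase reporter | Medium: F12 with 10% serum | Compound dosing: 20 µM single concentration, DMSO 1% | Incubation: Overnight seeding at 37 °C, 6 h compound treatment at 37 °C | Detection: Steady-Glo luminescence read | Read-out basis: % activation of reporter signal versus tunicamycin and DMSO controls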
The depositor's hits bear a star; x = no result given. No enrichment for hits; overall some 8.2% were active at least once.

compound,NLRP3 yeast inh,UPR CHOP act,tim10-1 inh,APJ ag,NR3A LBD binder,TIM10 inh,tim23-1 inh,Mdm2 MdmX PPI,UPR XBP1 act
Cc1cccc(C(=O)OCC(=O)c2c(C)[nH]c3ccccc23)c1O,22,4.6,-7,-1,29*,6,-5,6,2
COc1ccc(-c2cc(=O)oc3cc(OCC(=O)Nc4ccccn4)ccc23)cc1,1,8.5,-4,10,2,-17,-6,39,-1
O=C(NCc1cccc(Br)c1)C1CC(c2ccccc2C(F)(F)F)=NO1 (stereo not given),22,-0.9,28,-4,-1,-16,24,37,0
O=C(Nc1nc2ccc(S(=O)(=O)N3CCCC3)cc2s1)c1cccs1,-14,1.7,29,-3,-10,33,25,-18,4
COc1ccc(NC(=O)Cn2c(C)cc(=O)c3cccc(OC)c32)cc1,3,2.9,1,5,-1,-13,1,36,3
COc1cccc(OC)c1OCCCOc1ccc(C)cc1Br,-9,2.3,4,-4,10*,-2,6,12,3
NC(=S)c1cc2cc(Br)ccc2oc1=O,20,-0.1,-12,-3,-2,8,-7,-1,1
O=C1C(Cl)=C(NCCN2CCCCC2)C(=O)c2ccccc21,-9,23,21,4,-1,24,30,99*,2
O=C(Nc1ccc(N2CCOCC2)cc1)c1ccc(-c2ccccc2[N+](=O)[O-])o1,25,-0.5,5,1,-2,5,5,-2,2
Cc1cc(/C=N\NC(=O)COc2cccc3cccnc23)c(C)n1-c1ccccc1,17,4.2,40,-4,-2,37,15,5,5
O=C(CSc1ccc(Cl)cc1)NC1CCCc2ccccc21 (stereo not given),30,-0.2,3,-4,1,-9,4,22,-2
CC(C)c1ccc(OCC(=O)NNC(=S)NC(=O)c2ccco2)c(Br)c1,38,-0.2,17,-10,-12,15,14,50*,-2
Cc1cc(/C=C(\C#N)C(N)=O)c(C)n1-c1ccc(N2CCOCC2)c([N+](=O)[O-])c1,5,0.9,0,7,-5,14,-2,-10,-2
O=C(Nc1c(C(=O)N2CCOCC2)cnn1-c1ccccc1)c1ccccc1,11,-1.2,6,-5,2,-5,10,-11,-3
NC(=O)c1ccc(SCC(=O)OCC(=O)NCc2cccs2)c([N+](=O)[O-])c1,0,2.8,2,-1,0,1,11,-11,1
O=C(OCc1nc2ccccc2s1)c1cccc(S(=O)(=O)N2CCOCC2)c1,14,4.9,16,-1,4,31,25,-41,0
CCn1c(CNc2cccc(C(F)(F)F)c2)n[nH]c1=S,13,0.2,14,-1,1,13,-7,2,1
CCCCOc1ccc(C(=O)NCC(=O)N(C)Cc2nc3ccccc3c(=O)[nH]2)cc1,10,0.5,3,-3,1,4,13,4,3
CC(C)CNS(=O)(=O)c1ccc(OCC(=O)Nc2ccc3c(c2)OCO3)c(Cl)c1,6,1.6,11,-2,-11,10,-11,-10,-2
COc1ccc(CSc2ncnc3sccc23)cc1F,29,1.3,11,0,-4,2,-13,-18,2

Part of the list above, set out differently.
> CC(C)CNS(=O)(=O)c1ccc(OCC(=O)Nc2ccc3c(c2)OCO3)c(Cl)c1
- NLRP3 yeast inh: 6
- UPR CHOP act: 1.6
- tim10-1 inh: 11
- APJ ag: -2
- NR3A LBD binder: -11
- TIM10 inh: 10
- tim23-1 inh: -11
- Mdm2 MdmX PPI: -10
- UPR XBP1 act: -2
> O=C(Nc1nc2ccc(S(=O)(=O)N3CCCC3)cc2s1)c1cccs1
- NLRP3 yeast inh: -14
- UPR CHOP act: 1.7
- tim10-1 inh: 29
- APJ ag: -3
- NR3A LBD binder: -10
- TIM10 inh: 33
- tim23-1 inh: 25
- Mdm2 MdmX PPI: -18
- UPR XBP1 act: 4

(next part)
compound,NLRP3 yeast inh,UPR CHOP act,tim10-1 inh,APJ ag,NR3A LBD binder,TIM10 inh,tim23-1 inh,Mdm2 MdmX PPI,UPR XBP1 act
O=C(CN1C(=O)CCC1=O)NNc1ccc2ccccc2c1,24,-1.9,-77,-3,1,-10,-55,18,-1
Oc1c(C=C2N=c3ccccc3=N2)sc(=S)n1C1CCCC1,16,-0.6,0,-1,-2,5,10,-24,0
Cc1ccc2cc(CCNS(=O)(=O)c3ccc(Cl)cc3)c(=O)[nH]c2c1C,21,-0.2,23,0,3,-11,18,10,-4
COc1ccccc1C(O)(C(=O)NN(C)c1ccccc1)c1ccccc1OC,6,1.9,11,0,-1,-11,7,-22,-2
CCN(CC)S(=O)(=O)c1ccc2oc(Nc3ccccc3)nc2c1,-59,1.5,35,3,-13,28,29,-22,2
O=C(CCN1CCOCC1)NNC(=O)c1ccc([N+](=O)[O-])cc1[N+](=O)[O-],7,-0.5,4,2,2,-8,10,21,-2
Cc1cc(C)c(C#N)c(Oc2ccccc2)n1,-12,0.7,-13,0,1,-14,-17,3,-3
CCC(C)NC(=O)CNC(=O)c1nn(-c2ccc(OC)cc2)c(=O)c2ccccc12 (stereo not given),-8,0.7,5,-5,1,20,21,-12,3
O=c1c2cc(Cl)ccc2[nH]c(=S)n1Cc1cccs1,-1,1.2,15,2,19*,11,11,-3,1
Cc1cc(OCc2cc(C(=O)NCCN3CCCCC3CO)no2)cc(C)c1Cl (stereo not given),9,-0.6,11,10,-2,8,9,38,-2
C=CCOC(=O)c1[nH]c2c(c1C)C(=O)CC(c1cc(OC)c(OC)c(OC)c1)C2 (stereo not given),0,6.7,9,1,-1,5,21,39,0
O=C(NCCCc1ccccc1)c1ccc(Br)o1,21,2.8,19,-3,-1,9,26,-5,2
O=[N+]([O-])c1ccc(Cl)c(NC2=NCCCCC2)c1,1,0.4,-5,-3,3,-4,-6,15,-5
O=C(O)c1cc(-c2ccc(/C=C3\NC(=O)N(c4ccccc4)C3=O)o2)ccc1Cl,7,2.7,-13,-1,2,10,19,4,-1
CC(C)(C)OC(=O)N1CCC[C@H]1C(=O)O,3,0.5,-5,-1,-1,-1,-1,8,0
COCCNc1oc(-c2ccc(C)cc2)nc1C#N,29,5.0,-2,-2,-1,3,3,-75,4
CC(NC(=O)CNC(=O)C1CCCCC1)c1ccc(S(N)(=O)=O)cc1 (stereo not given),26,2.0,-12,-2,-3,11,1,-3,-2
COc1cc2c(cc1OC)N1C(=O)CC(OCC(=O)O)C3C4CC5(CCN5C(=O)C4=O)C2C31 (stereo not given),16,0.0,-6,1,1,1,-3,29,-2
CC(C)N(C(=O)CSc1ccc(S(=O)(=O)N2CCCCC2)cn1)C(C)C,23,0.7,12,1,2,8,25,10,-4
COc1cc(N2Cc3ccccc3C2)ccc1C=O,17,2.1,13,1,0,2,23,-17,-3
Cc1ccc(C(=O)N/C(=C\c2cccc([N+](=O)[O-])c2)C(=O)NCc2ccncc2)cc1,22,3.1,-10,-1,-4,-9,11,20,-1
Cc1cc(NC(=O)CSc2nnc(-c3ccco3)n2N)no1,1,2.6,13,0,-1,6,4,4,2
CCOC(=O)CON1C(=O)C(=O)N(OCC(=O)OCC)C2CCCCC21 (stereo not given),20,-1.6,16,-1,-1,12,3,-1,0
CCCc1ccc(Oc2cc(N3CCOCC3)nc(-c3ccccc3)n2)cc1,6,0.1,16,-4,1,19,13,8,-2
CN(CC(=O)Nc1c(Cl)cccc1Cl)C(=O)c1ccc2nc[nH]c2c1,5,-2.0,-2,0,-2,-9,-4,0,-3
O=S(=O)(NCCc1csc(-c2ccccc2)n1)c1cccnc1,-2,0.4,3,1,-1,-7,14,17,2
CCOC(=O)N1CCN(S(=O)(=O)c2ccc(C(=O)Nc3nnc(C)o3)cc2)CC1,0,1.4,15,-1,-6,-10,-1,17,-1
CN(CC(=O)Nc1ccccc1Br)C(=O)C1CCN(C(=O)c2ccc(Cl)cc2)CC1,4,1.3,-5,-3,-5,1,-7,23,-1
Cc1ccc(NC(=O)CSc2nnc(CNC(=O)c3ccccc3F)o2)cc1Cl,10,-1.1,3,2,-13,-26,-1,13,-8
O=C(CCn1c(=O)c2ccccc2n(Cc2cccc([N+](=O)[O-])c2)c1=O)N1CCc2ccccc2C1,-2,2.5,-3,-1,-2,24,4,-9,-5
CN(C)C(=O)CCc1ccc2c3c([nH]c2c1)[C@]1(C)[C@@H](C(=O)N2CCCCC2)C[C@H](CC(=O)NCCCn2ccnc2)C(=O)N1CC3,x,1.9,3,x,0,-2,26,-1,-2
CC(C)c1nc2ccccc2c2nnc(SCC(=O)NCc3ccco3)n12,7,1.7,11,-2,1,20,20,-21,-3
CN1CCN(S(=O)(=O)c2cc(Cl)c(Cl)cc2Cl)CC1,-10,-0.9,7,-2,-3,5,5,9,-2
CSc1ccccc1C(=O)NCc1cccnc1,-4,-1.2,14,-1,0,-4,-6,-2,0
CC(Sc1nn(-c2ccc(Cl)cc2)c(=S)s1)C(=O)NCC1CCCO1 (stereo not given),15,-1.4,26,4,-1,8,17,3,-5
CCOC(=O)CN1C(=O)N[C@@H](c2cccc(F)c2)C(C(=O)OC)=C1C,-17,-1.5,27,2,3,21,38,5,-4
CSCCC(NS(=O)(=O)c1ccc(C)cc1)C(=O)NC1CCCCC1 (stereo not given),-5,0.7,18,-1,-2,-22,12,28,0
Cc1c(OCC(=O)NCCCn2ccnc2)ccc2c3c(c(=O)oc12)CCCC3,2,2.7,5,3,1,2,2,-10,-4
COc1ccc2[nH]cc(CCNC(=O)CCC3CCCCC3)c2c1,7,2.0,32,-2,-1,14,39,-4,-3
O=C(COc1ccc(Br)cc1)Nc1ccc(S(=O)(=O)Nc2ccccn2)cc1,14,0.7,0,2,-8,2,2,12,-5

Nothing new here: entries from further up.
compound,NLRP3 yeast inh,UPR CHOP act,tim10-1 inh,APJ ag,NR3A LBD binder,TIM10 inh,tim23-1 inh,Mdm2 MdmX PPI,UPR XBP1 act
Cc1c(OCC(=O)NCCCn2ccnc2)ccc2c3c(c(=O)oc12)CCCC3,2,2.7,5,3,1,2,2,-10,-4
COc1ccc2[nH]cc(CCNC(=O)CCC3CCCCC3)c2c1,7,2.0,32,-2,-1,14,39,-4,-3
O=C(COc1ccc(Br)cc1)Nc1ccc(S(=O)(=O)Nc2ccccn2)cc1,14,0.7,0,2,-8,2,2,12,-5

Remaining list, next part
compound,NLRP3 yeast inh,UPR CHOP act,tim10-1 inh,APJ ag,NR3A LBD binder,TIM10 inh,tim23-1 inh,Mdm2 MdmX PPI,UPR XBP1 act
O=C(Cn1nc(-c2ccccc2)c2ccccc2c1=O)Nc1ccc2c(c1)nc1n2CCOC1,26,-0.2,8,-5,0,9,0,-11,0
Cc1cccn2c(=O)c(C=NCc3ccccc3)c(NCCO)nc12,14,-2.2,21,0,-7,-5,8,-1,1
COc1ccc(CCNC(=O)c2ccc(-c3ccc([N+](=O)[O-])cc3Cl)o2)cc1OC,28,0.3,10,10,-7,17,19,47,-3
CC1CCCC(NC(=O)COC(=O)Cc2ccsc2)C1C (stereo not given),5,-0.3,11,6,2,6,17,28,-2
CCOC(=O)N1CCN(C(=O)c2ccc(CS(=O)(=O)c3ccc(OC)cc3)o2)CC1,4,-0.2,6,-2,3,11,11,-7,-2
